Pf Dd2 inh: Plasmodium falciparum Dd2 growth inhibition; 4.3% of 120,000 active; P. falciparum Dd2 growth, SYBR Green, 72 h; Potency, µM (titrated, usually from 28.9 µM), inactives show at the top dose activity, negative = inhibition, actives largely listed as inhibitors; active = well fitted inhibition curve with a large enough effect; inconclusive = small, poorly fitted or top-dose-only effect; inactive = no such curve, though single readings can be large or run the other way;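 also: plate controls were DMSO vehicle for no effect and reference drug for full effect; nearly all actives have a fitted effect of over 65% in size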
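Readout: SYBR Green fluorescence, 485 nm excitation, 535 nm emission, after ~16 h lysis at 37C. Before that, Dd2-infected red cells (2.5% hematocrit) grew 72 h with compound, 29 uM top final concentration.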
Numbers without * were called inactive; i = inactive; ? = inconclusive; & = joins results of further samples; [ ] = another dose, or the depositor's remark. Potency is read from the fitted curve at half-maximal effect. Not all compounds are listed; the hit share may differ from the screen's.

SMILES | Pf Dd2 inh
Fc1ccc(Cc2nc3nccc(-c4ccco4)n3n2)cc1 | ?
C=C(C)CN(CC)C(=O)c1coc(CN2CCN(C/C=C/c3ccccc3)CC2)n1 | i
O=C(NCc1cccnc1)C1CCN(c2cn[nH]c(=O)c2)C1 (stereo not drawn) | 4%
CCNC(=O)c1ccc2nc(CCc3ccccc3)oc2c1 | 4%
O=C1[C@H]2CN(Cc3cccc(Cl)c3F)C[C@H]2C(=O)N1CCc1ccccc1 | 20%
COc1ccc(NC(=O)CN2C(=O)CCn3nc(-c4cccn4C)cc32)cc1Cl | -26%
O=c1cc(-c2ccccn2)oc2c(-c3cn[nH]c3)nccc12 | ?
Cc1ccc(NC(=O)CCCc2nc(-c3ccco3)no2)cc1Cl | -18%
CCN(CCCNC(=O)c1cc2c(=O)n(C)c3ccccc3c2s1)Cc1ccccc1 | 5µM*
O=C(NCc1ccc(F)cc1F)c1noc(-c2ccc3c(c2)OCO3)n1 | 29%
O=S1(=O)CCC(Cc2nc(-c3ccccn3)nn2Cc2ccccc2)C1 (stereo not drawn) | -15%
CC(C)S(=O)(=O)N1CCC(N2C(=O)C3(CCCC3)C2c2ccccc2)CC1 (stereo not drawn) | ?
O=C1c2oc3ccccc3c(=O)c2C(c2cccc(O)c2)N1c1nncs1 (stereo not drawn) | i
Fc1ccc(-c2cc(CC3(NCc4cccc5c4OCO5)COC3)no2)cc1 | -11%[44.1 µM]
Cc1ccc(NC(=O)c2cccc(N3CCCS3(=O)=O)c2)cc1 | 42%[activator]
O=C(NCc1ccc(F)cc1)c1noc(-c2ccc3c(c2)OCO3)n1 | 8%
CCC1(C(=O)O)CCCCC(=O)N1 (stereo not drawn) | 10%
Oc1ccccc1-c1nc(/C=C/c2ccc(F)cc2)nn1-c1ccccc1 | -2%
COc1ccccc1N1CCN([C@@H]2[C@H](O)[C@H](CO)O[C@@H]2CN(Cc2ccc(F)cc2)Cc2ccc(F)cc2)CC1 | -24%
O=C(c1cccc(Cl)c1)n1nc(-c2cccnc2)nc1NCc1ccccc1 | 24%
Cc1ccc(C)c(N2CCN(C(=O)CCNS(=O)(=O)c3ccc4c(c3)CCN4C(=O)C3CC3)CC2)c1 | -1%
CCOC(=O)c1oc2ccc(S(=O)(=O)n3nc(-c4cc(OC)cc(OC)c4)cc3N)cc2c1C | ?
COCCOc1ccc2c(n1)CCN(C(=O)Cc1cccc(F)c1)C2 | 3%
CCOC(=O)N1CCC(NC(=O)c2ccc3c(c2)N(Cc2ccc(F)cc2)C(=O)c2ccccc2S3=O)CC1 (stereo not drawn) | ?

Among those listed so far, these have a Cl atom.
SMILES | Pf Dd2 inh
O=C1[C@H]2CN(Cc3cccc(Cl)c3F)C[C@H]2C(=O)N1CCc1ccccc1 | 20%
COc1ccc(NC(=O)CN2C(=O)CCn3nc(-c4cccn4C)cc32)cc1Cl | -26%
Cc1ccc(NC(=O)CCCc2nc(-c3ccco3)no2)cc1Cl | -18%
O=C(c1cccc(Cl)c1)n1nc(-c2cccnc2)nc1NCc1ccccc1 | 24%

Going on with the list.
SMILES | Pf Dd2 inh
COc1cccc(-c2nc3cnccn3c2NCCC(=O)Nc2cccc(Cl)c2)c1 | i
Cc1ccc(Cl)cc1N1CCN(C(=O)Cn2cnc3sc(C)c(S(=O)(=O)N4CCC(C)CC4)c3c2=O)CC1 | -11%
CCCCc1nn2c(=O)cc(COC(=O)CNC(=O)c3ccccc3C)nc2s1 | 12%
COc1ccc(F)c(-c2nc(CN3CCN4C(=O)CNC(=O)C4C3)c(C)o2)c1 (stereo not drawn) | 6%
O=C(NCCc1ccccc1)N1CC(c2nc(CCOCC3CC3)no2)C1 | ?
O=C(NCc1ccccc1)c1ccc2c(c1)nc1n2CCCCC1 | -1%
CCCS(=O)(=O)Nc1ccc(=O)n2c1[C@@H]1C[C@@H](CN(C(=O)c3ccc(OC)cc3)C1)C2 | 16%
O=C(O)CCC(=O)N1CCC(N(Cc2cccnc2)C2CCOCC2)CC1 | 9%
Cc1nc(CC(=O)N2CC[C@@H]3[C@@H](CCC(=O)N3CCN)C2)c(C)s1 | -17%
O=C(NCC1CCN(c2cc(-c3ccc(Cl)cc3)[nH]n2)CC1)c1ccc[nH]1 | -15%
CSc1ccc(CCNC(=O)c2cc3cc4cc(C)ccc4nc3s2)cc1 | 2%
Cc1nc(C)c(C(=O)N2CCCC(N(C)C)CC2)s1 (stereo not drawn) | -9%
Cc1ccc(-n2nc(C)c3c2NC(=O)CSC3c2ccc(O)cc2)cc1Cl (stereo not drawn) | i
COc1cccc2c1cc1c(=O)n(CC(=O)N3CCCCC3)nc(C)n12 | -12%
Cn1ccnc1C(=O)N1CCC(C2CCN(S(C)(=O)=O)CC2)C1 (stereo not drawn) | 27%
COCC(=O)N(C)Cc1cccn1C | 18%[44.1 µM]
COc1cccc2ccc(-c3c(-c4ccccc4)ncn3CCNC(C)=O)nc12 | -28%
CCC(=O)N(C1CCOCC1)C1CCN(Cc2cccc(Br)c2)CC1 | i
COCC(=O)N1CCCC2(Cc3ccccc3NC2=O)C1 (stereo not drawn) | ?
O=[S+]([O-])(c1ccccc1)N1CCn2c(nnc2-c2ccncc2)C1 | -20%[44.1 µM]
Cn1nc(C(=O)N2CCOCC(O)(CN3CCCC3)C2)ccc1=O (stereo not drawn) | 2%
CCn1cc(-c2ccccc2)cc1C(=O)NC1CCCC1 | i
O=C(NCc1ccccc1-n1cncn1)C12CNCC1CNC2 (stereo not drawn) | -2%
CNC(=O)c1noc([C@@H]2CC(F)(F)CN2C(=O)CCOC)n1 | 31%[activator]
CC1=C(C(=O)Nc2ccc(C)cc2C)C(CC(C)C)n2nc(SCc3ccccc3C)nc2N1 (stereo not drawn) | 17%
CCCCC(=O)Nc1ccc2nc(SCC(=O)N3CCCC3)sc2c1 | i
COCC1CN(C2CCC2)CC12CCN(C(=O)CCc1ccccc1)CC2 (stereo not drawn) | -9%
COc1ccc([C@H]2C[C@@H](O)[C@@H](O)[C@@H]2NC(=O)c2cc3ccccc3s2)cc1 | ?
Cc1nc(CN2C[C@H](C(=O)Nc3ccccc3)C[C@@H]2c2ccc(F)cc2)cs1 | ?
COC(=O)c1cn([C@H]2CN[C@H](C(=O)N3CCC(O)(CO)CC3)C2)nn1 | -1%
Cc1ccc(NC(=O)Cc2coc3ccc(C(C)C)cc23)cc1Cl | -22%
Cc1ccc(C)c(NC(=O)C2CCN(S(=O)(=O)c3c(C)noc3/C=C/c3cccs3)CC2)c1 | -17%
COc1ccc(OCC(=O)N2CCN(C(=O)c3ccc(OC)c(OC)c3)CC2)cc1 | 14%
O=C(Cc1ccc(Cl)cc1)N1CCN(c2nnc3ccccn23)CC1 | i
CCOc1ccccc1NC(=O)C1c2ccccc2C(=O)N(CCOC)C12CCCCC2 (stereo not drawn) | 4µM*
O=C(c1ccco1)N1C[C@@H]2C(CN(CC#Cc3ccccc3)C3CC3)[C@@H]2C1 (stereo partly drawn) | ?

In a second layout: results already given.
molecule,Pf Dd2 inh
CCNC(=O)c1ccc2nc(CCc3ccccc3)oc2c1,4%
O=C1[C@H]2CN(Cc3cccc(Cl)c3F)C[C@H]2C(=O)N1CCc1ccccc1,20%

(more compounds)
SMILES | Pf Dd2 inh
CCc1ccc(-c2cn3c(n2)sc2cc(C(=O)NCCCc4ccccc4)ccc23)cc1 | i
Cc1ccc(C(=O)N2CCC3(CC2)c2nccn2-c2ccccc2CN3C)cc1C | ?
CCOC(=O)c1c(C)oc2nc(C)nc(NCCc3ccc(Cl)cc3)c12 | -18%
Cc1ccc(C(=O)NC2CCN(c3cc(-c4ccccc4)[nH]n3)CC2)cc1F | -26%
O=C1NCCN(Cc2cccnc2)C1CC(=O)N(Cc1ccccc1)CC1CCC1 (stereo not drawn) | i
C#CCN(C)C[C@@H]1C=C(C)[C@H](Cc2nnc(-c3ccccc3F)o2)C[C@H]1C(C)C | ?
COc1nccnc1NC1CCN(C(=O)c2n[nH]c3c2CCCC3)CC1 | 16%[5.79 µM]
COc1ccc(CN2Cc3[nH]nc(-c4ccccc4Oc4ccccc4)c3CC2=O)cc1 | ?
CCC(c1cccs1)N1C(=O)[C@H]2CN(S(=O)(=O)c3ccc(C)cc3C)C[C@H]2C1=O (stereo partly drawn) | ?
O=C(Cn1c(=O)nc(-c2ccccc2)c2ccccc21)Nc1ccc(Cl)c(C(F)(F)F)c1 | i
O=C(c1ccccn1)N1CCN(Cc2ccc(=O)n(CC3CC3)c2)CC1 | 1%
CC1(CNC(=O)c2cnccn2)CCOCC1 | -11%

Part of the list above, set out differently.
canonical_smiles	Pf Dd2 inh
COCC1CN(C2CCC2)CC12CCN(C(=O)CCc1ccccc1)CC2 (stereo not drawn)	-9%
CSc1ccc(CCNC(=O)c2cc3cc4cc(C)ccc4nc3s2)cc1	2%

(next part)
SMILES | Pf Dd2 inh
CC1=C[C@@H](CNC(=O)COCC(=O)O)[C@H](C(C)C)C[C@H]1Cc1nc2ccc(F)cc2[nH]1 | 9%[44.1 µM]
COc1ccc(Nc2c3c(nc4ccc(NC(=O)c5cc(Cl)ccc5OC)cc24)CCCC3)cc1OC | ?
CN1CCN(C(=O)c2cc3c(s2)CCN(C(=O)c2ccc(Cl)cc2)C3)CC1 | 11µM*
COc1cccc(NC(=O)C(C)n2c(=O)cc(C(F)(F)F)c3c(C)nn(C)c32)c1 (stereo not drawn) | 6%
O=C(NCc1ccc(Cl)cc1)c1ccnc2[nH]ccc12 | ?
COCCO[C@H]1C(=O)N(C2CCN(C(=O)c3ccc4cc[nH]c4c3)CC2)[C@H]1c1ccncc1 | -25%
COc1ccccc1C(=O)NCc1nc2cccnc2n1Cc1ccc(F)cc1 | -11%
O=S(=O)(c1ccc(-c2cnc(C3CC3)o2)cc1)N1CCN(c2ccc(F)cc2)CC1 | 38%
Cn1ccnc1CNC[C@H]1Cn2c(-c3ccc(Cl)cc3)cnc2CO1 | ?
Cc1nn(C)c(C)c1CN(Cc1ccnc2ccccc12)C1CC1 | -7%
CS(=O)(=O)N1CCCCCCNC(=O)[C@@H]2CCC[C@@H]21 | 19%
COCC(=O)N1CCCC(c2nn(-c3cccc(Cl)c3)c(=O)[nH]2)C1 (stereo not drawn) | -14%
Cc1ccc(CNC(=O)CSc2nc3c(sc4ccccc43)c(=O)n2CCCOC(C)C)cc1 | 15%
O=C(c1ccc2c(c1)OCO2)N1C[C@@H](CO)[C@H](c2ccccn2)C1 | 10%
COc1ccc(CNC(=O)Cn2ccc3cc(S(=O)(=O)N4CCCCCC4)ccc32)c(OC)c1 | ?
CN(C)c1ccc(CN(CC2CCCO2)C(=O)COc2ccccc2Cl)cc1 (stereo not drawn) | -21%
O=C(CCC[C@@H]1[C@H]2CCCN3CCC[C@@H](CN1C(=O)c1cccnc1)[C@@H]23)NCCN1CCCCC1 | 16%
O=S(=O)(c1ccccc1)N1CCN(c2cc(C3CC(O)C3)ncn2)CC1 (stereo not drawn) | -18%&-5%
CCc1nc(-c2c3n(c(=O)n(Cc4ccccc4OC)c2=O)CCCCC3)no1 | i
Cc1c(C)n(Cc2ccccc2)c2ccc(C(=O)NCC(C)c3ccccc3)cc12 (stereo not drawn) | -6%
COCCC(=O)N1CC2CC(C1)[C@H]1CCCC(=O)N1C2 (stereo partly drawn) | -14%
Cc1ccc2c(c1)N1C(=O)OC[C@@H]1CCN(CC1CC1)C2 | i
CN(CC1CCOC1)C(=O)Nc1cc(F)c(F)c(F)c1 (stereo not drawn) | 61%[activator][5.79 µM]
CCNC(=O)N[C@H]1CC[C@]2(C)CCC([C@H](C)C(=O)NCc3ccccc3OC)[C@H](O)[C@H]2[C@@H]1C (stereo partly drawn) | i
Cc1ccc(CNC(=O)Cn2nc(N3CCN(c4ccccc4)CC3)ccc2=O)cc1 | 19%
Cc1noc(-c2nc(-c3ccc(N(C)C)cc3)no2)n1 | -24%
Cc1nn2c(c1-c1ccccc1C(N)=O)N(C(=O)Cc1cccc(F)c1)CCC2 | 13%[44.1 µM]
Cc1cccc(-c2cccc(CN)c2)c1 | 11µM*
CC(=O)Nc1ccc(S(=O)(=O)N2CCC(Oc3ccc(-n4cnnn4)cc3)CC2)cc1 | ?
COc1ccccc1C(=O)Nc1nc(-c2ccc(Br)cc2)ns1 | 25%
Cc1cccc(CN2C(=O)c3ccccc3S(=O)(=O)c3ccc(C(=O)N4CCCC4)cc32)c1 | i
Cc1cccc(Nc2ncnc3c2cnn3C)c1C | 19%
CN(CCC(O)c1ccccc1)C(=O)c1ccc2oc(-c3cccc(F)c3)nc2c1 (stereo not drawn) | i
CCO[C@H]1CN(C(=O)CN(c2cccc(C)c2)S(C)(=O)=O)C[C@@H]1O | -5%
COCCn1ncc(N2CCCC(CC(=O)NCCc3ccccc3)C2)cc1=O (stereo not drawn) | -17%
O=C(NC1CCCCC1)N[C@H]1[C@H](O)[C@@H](N2CCCCC2)[C@@H]2OC[C@H]1O2 | -7%[44.1 µM]
CCc1noc(-c2ccn3c(CNC(=O)CCC4CCCC4)nnc3c2)n1 | i
c1ccc2ncc(CNC[C@H]3Cn4c(-c5ccc6c(c5)OCCO6)cnc4CO3)cc2c1 | -3%[44.1 µM]
COc1ccc(-c2noc([C@@H]3CCCN3C(=O)CCCc3ccccc3)n2)cc1OC | ?
CCOc1ccc(CCNC(=O)CN2C(=O)COc3ccc(S(=O)(=O)N4CCCC4)cc32)cc1 | 7%

High-throughput results as filed in PubChem BioAssay.
